Screens as filed in PubChem.
Peg3 imprint = genomic imprint erasure induction. mouse ES Peg3-LacZ reporter, beta-gal luminescence, 40 h. Potency, µM (top dose mostly 60.7 µM), for inactives: at the highest dose activity change, positive = activation, hits mostly activators. hit rate 0.02% among 110,000;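 also: 0% = negative control wells on the plate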
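Gelatin-coated wells received 300 freshly trypsinized female ES cells with a Peg3LacZ-Neo reporter on the maternal allele, then incubated 40 hours at 37C. BetaGlo was added for 5 minutes at room temperature before a single luminescence read.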
p53ts 32C tox = p53ts cell cytotoxicity, permissive temperature | H1299-p53A138V at 32C, ATP luminescence viability, 24 h | Potency, µM (highest dose often 46.1 µM), without a hit: at the top dose activity change, negative = cytotoxicity, hits mostly cytotoxic | hit rate 0.93% among 130,000 | AID 924;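 also: 0% = DMSO and -100% = full killing by reference compound; nearly all actives have a fitted effect of over 55% in size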
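Viability by ATPlite luminescence after 24 h compound treatment (up to 46 uM) at the permissive 32C. Cells are H1299 carrying p53 A138V. Scale runs from DMSO basal to 100 uM tamoxifen as full kill; AC50 from Hill fits.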
IkB signaling = inhibitors of IkB signaling in ABC-DLBCL cells; ABC-DLBCL IkBa-CBG/CBR dual luciferase ratio, 4 h; response scale: scaled: untreated 0%, proteasome inhibitor 100%; Potency, µM (titrated, usually from 57.1 µM), without a hit: top-dose IkBa stabilization activation; hit rate 0.04% among 110,000; active = well fitted curve in the direction sought with a large enough effect in the signal ratio, not every such curve was filed as active; inconclusive = small, poorly fitted or top-dose-only effect, or a change in a side signal; the % refers to the signal ratio;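 also: the direction sought is a rising ratio; 0% = basal untreated cells and 100% = reference inhibitor full response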
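Luminescence ratio of IκBα-fused green versus native red beetle luciferase in OCI-Ly3 cells, 4 h post-doxycycline with compound; red signal alone, scaled from basal (0%) to zero light (-100%), flagged nonspecific or cytotoxic effects.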
p53ts 39C tox = p53ts cell cytotoxicity, nonpermissive temperature | hit rate 1.5% among 130,000 | H1299-p53A138V viability at 39C, ATP luminescence, 24 h | Potency, µM (top dose mostly 46.1 µM), for the others: at the highest dose activity change, negative = cell killing, most hits filed as cytotoxic | AID 902; also: nearly all actives have a fitted effect of over 55% in size
Active calls of the source: *; ? = inconclusive; · = not tested or not shown; [ ] = remark or other dose. Unless noted, calls follow the shape of the dose curve; as a rule, active = well fitted curve in the direction sought with a large enough effect; inconclusive = small, poorly fitted or top-dose-only effect, or another doubt; inactive = no such curve, though single readings can be large; an effect the other way counts as inactive or inconclusive. Unless noted, % is scaled to controls: 0 for no effect and ±100 for the full control effect; potency is read from the fitted curve at half-maximal effect.

1) CCOc1ccc(-c2nnc(SCC(=O)Nc3cc(C)ccc3OC)o2)cc1
2) CCSc1nnc(CNc2ccc(F)cc2)n1CC1CCCO1 (stereo not drawn)
3) CCCOC(=O)CN1C(=O)c2ccccc2C1=O
4) Cc1ccc(CCNC(=O)c2c(C)oc3ncn(CC(C)C)c(=O)c23)cc1
5) O=C(NCc1ccco1)c1ccccc1NS(=O)(=O)c1ccc2c(c1)OCCO2
6) COc1ccc(NC(=O)CCC2CCCC2)cc1OC
screen / no. | 1 | 2 | 3 | 4 | 5 | 6
p53ts 32C tox | ? | -9.5% | 0.6% | -3.0% | -2.7% | -8.1%
IkB signaling | 2.8% | 1.8% | -1.5% | 2.0% | 2.1% | -1.2%
Peg3 imprint | -7.4%[10.9 µM] | -6.3% | -4.0% | 19.3%[10.9 µM] | -6.5% | -7.6%
p53ts 39C tox | ? | -2.5% | 8.0% | -17.1% | 8.4% | 0.1%

7) COC(=O)c1ccc(NC(=O)C2C3CCC(C3)C2C(=O)O)cc1 (stereo not drawn)
8) Cc1cc(C)c2c(=O)c3c(oc2c1)C(=O)N(Cc1ccc(F)cc1)C3c1cccc(O)c1 (stereo not drawn)
9) Cc1ccc(S(=O)(=O)c2[nH]c(-c3ccccc3)nc2SCCC(=O)O)cc1
10) COc1ccc(F)cc1CN1CCN(C(=O)CCC(=O)Nc2nnc(C(C)C)s2)CC1
11) Cc1ccc(N(C)C)cc1
12) N#Cc1ccc(Oc2cccc(C(=O)O)c2)cc1C#N
screen / no. | 7 | 8 | 9 | 10 | 11 | 12
p53ts 32C tox | 0.9% | 21.2% | -8.9% | 1.8% | 7.3%[1.84 µM] | 28.0%
IkB signaling | 3.5% | ? | 0.2% | 3.5% | 0.4% | -2.1%
Peg3 imprint | -7.4% | 16.8%[10.9 µM] | -8.9%[10.9 µM] | -14.0% | -5.9% | -8.2%
p53ts 39C tox | -4.3% | -9.9% | 25.7% | 9.7% | 9.4% | -7.4%

13) Cc1ccc(-n2nnnc2CNC(=O)c2cc(C(F)(F)F)cc(C(F)(F)F)c2)cc1C
14) CC1(C)CC(=O)C2=C(C1)N(Cc1cccnc1)C(=O)C2(NC(=O)C1CC1)C(F)(F)F (stereo not drawn)
15) CCCCn1c(NC(C)CC)nc2c1c(=O)[nH]c(=O)n2C (stereo not drawn)
16) COC(=O)c1c(-c2cccs2)csc1NC(=O)c1ccc(C(C)(C)C)cc1
17) COc1ccc(C(=O)N2CCN=C2SCc2cccnc2)c(OC)c1
18) CCOc1ccc(C(=O)Nc2ccc3c(c2)OCCO3)cc1OC
screen / no. | 13 | 14 | 15 | 16 | 17 | 18
p53ts 32C tox | 6.5% | -5.5% | 6.1% | -12.3% | 9.2% | 3.3%
IkB signaling | 0.5% | 9.4% | -3.2% | 1.3% | -3.0% | 1.6%
Peg3 imprint | -6.1%[10.9 µM] | -6.0% | -9.3% | -8.9%[10.9 µM] | -11.0% | -0.4%
p53ts 39C tox | 0.7% | -3.5% | 14.4% | 14.4% | 6.6% | 0.8%

Part of the list above, reformatted:
Results follow in this order: p53ts 32C tox | IkB signaling | Peg3 imprint | p53ts 39C tox
16	COC(=O)c1c(-c2cccs2)csc1NC(=O)c1ccc(C(C)(C)C)cc1
 : -12.3% | 1.3% | -8.9%[10.9 µM] | 14.4%
10	COc1ccc(F)cc1CN1CCN(C(=O)CCC(=O)Nc2nnc(C(C)C)s2)CC1
 : 1.8% | 3.5% | -14.0% | 9.7%
8	Cc1cc(C)c2c(=O)c3c(oc2c1)C(=O)N(Cc1ccc(F)cc1)C3c1cccc(O)c1 (stereo not drawn)
 : 21.2% | ? | 16.8%[10.9 µM] | -9.9%
15	CCCCn1c(NC(C)CC)nc2c1c(=O)[nH]c(=O)n2C (stereo not drawn)
 : 6.1% | -3.2% | -9.3% | 14.4%
9	Cc1ccc(S(=O)(=O)c2[nH]c(-c3ccccc3)nc2SCCC(=O)O)cc1
 : -8.9% | 0.2% | -8.9%[10.9 µM] | 25.7%
6	COc1ccc(NC(=O)CCC2CCCC2)cc1OC
 : -8.1% | -1.2% | -7.6% | 0.1%

(continued)
19) CCOc1ccccc1NC(=O)c1c(C)cc(C)nc1SCC(=O)c1cccc(OC)c1
20) Nc1nc(N2CCOCC2)nc2ccccc12
21) CC(C)(C)OC(=O)N1CCOCCOCCN(C(=O)OC(C)(C)C)CCOCCOCC1
22) CC[N+]1(C)[C@@H]2CC[C@H]1CC(OC(=O)[C@H]1CC[C@@](C(=O)OC3C[C@H]4CC[C@@H](C3)[N+]4(C)CC)(c3ccccc3)c3ccccc31)C2 (stereo partly drawn)
23) CCOC(=O)c1csc(NC(=O)CSc2nnnn2-c2ccc3c(c2)OCCO3)n1
24) COc1cc(OC)c(NC(=O)Cn2cnc3sc(C)c(S(=O)(=O)N4CCN(C)CC4)c3c2=O)cc1Cl
screen / no. | 19 | 20 | 21 | 22 | 23 | 24
p53ts 32C tox | 4.2% | 1.5% | 3.4% | -1.8%[20.6 µM] | -1.0% | 7.7%
IkB signaling | ? | -0.4% | 0.8% | 0.9%[25.6 µM] | · | 2.6%
Peg3 imprint | 3.3%[10.9 µM] | -11.2% | -7.6% | -12.7%[16.8 µM] | · | -0.7%[10.9 µM]
p53ts 39C tox | ? | 2.5% | -4.3% | 5.7%[20.6 µM] | 22.7% | -9.1%

25) COc1ccccc1CN1CCC(CNC(=O)c2cnn(-c3ccc(Cl)cc3)c2C2CCN(C(=O)OC(C)(C)C)CC2)CC1
26) CCC(=O)C1=C(c2ccc(OC)c(OC)c2)N(C(=O)CC)n2c(nnc2-c2ccc(C)cc2)S1
27) Cc1csc(SCC(=O)Nc2cc(C(C)(C)C)nn2-c2ccccc2)n1
28) CC(=O)N1CCCC1c1nc2ccccc2n1Cc1c(F)cccc1Cl (stereo not drawn)
29) CCc1ccc(OCC(=O)N(Cc2ccco2)Cc2ccccc2Cl)cc1
30) Cc1cccc(NC(=O)C(=O)NCCCN2CCOCC2)c1
screen / no. | 25 | 26 | 27 | 28 | 29 | 30
p53ts 32C tox | ? | 1.2% | 5.6% | -8.4% | 31.4%[activator] | 2.1%
IkB signaling | ? | ? | 1.9% | ? | ? | ?
Peg3 imprint | -5.5%[10.9 µM] | 9.2%[10.9 µM] | -19.1% | -11.1%[10.9 µM] | -11.5%[10.9 µM] | -12.6%[10.9 µM]
p53ts 39C tox | ? | 11.4% | -3.2% | -14.7% | 0.3% | -1.0%

31) Cn1c(=O)n(Cc2ccccc2)c(=O)c2c1nc1n2CCS1
32) Cc1occc1C(=O)NCCCc1ccccc1
33) CC(=O)c1cccc(NC(=O)c2cc(C)nc3c2c(C)nn3-c2cccc(Cl)c2C)c1
34) O=C(c1cc(F)c(F)cc1Cl)N1CCCCC1
35) CCCCn1c(=N)n(CC(O)COc2cccc(C)c2)c2ccccc21 (stereo not drawn)
36) c1ccc(Cn2ncc3c2ncn2c(-c4ccncc4)nnc32)cc1
screen / no. | 31 | 32 | 33 | 34 | 35 | 36
p53ts 32C tox | 11.0% | 4.0% | 5.0% | -9.9% | -12.9% | 6.9%
IkB signaling | -1.9% | 0.6% | ? | -0.9% | ? | -0.3%
Peg3 imprint | -10.1% | -20.2% | 12.9%[10.9 µM] | -8.3% | -26.9% | 10.9%
p53ts 39C tox | 11.2% | 9.5% | -11.9% | 1.2% | ? | 9.2%

37) COc1cc(C(=O)NCCc2cn3ccc(C)cc3n2)cc(OC)c1OC
38) O=C(c1ccccc1-c1ccccc1)N1CCN(c2ccccn2)CC1
39) C=CCn1c(SCC(=O)Nc2ccccc2)nnc1-c1cccc(S(=O)(=O)N2CCOCC2)c1
40) COc1cccc(C(=O)Nc2ccc3oc(-c4cccc5c(Br)cccc45)nc3c2)c1
41) Cc1ccc(CN(C(=O)COc2ccc(C(C)C)cc2)C2CCS(=O)(=O)C2)o1 (stereo not drawn)
42) COc1ccc(Br)cc1S(=O)(=O)n1ccnc1C
screen / no. | 37 | 38 | 39 | 40 | 41 | 42
p53ts 32C tox | 5.8% | 15.8% | 0.2% | -9.7% | 3.6% | -0.2%
IkB signaling | 10.7% | 0.8% | ? | ? | 2.0% | -1.2%
Peg3 imprint | -19.3% | -23.8% | -14.9% | -8.8%[10.9 µM] | 14.1%[10.9 µM] | 7.8%
p53ts 39C tox | 19.8% | 7.5% | 5.3% | -6.6% | -3.4% | -0.1%

Values in list order from the list:
Entries 33 to 36 in IkB signaling: ?, -0.9%, ?, -0.3%

Continued:
43) Cc1n[nH]c(C)c1S(=O)(=O)N1CCCC(C(=O)NC2CCCc3ccccc32)C1 (stereo not drawn)
44) O=C(Nc1cnn(Cc2ccc(F)cc2)c1)c1cc(-c2cccs2)on1
45) Cc1ccc(C)c(CNC(=O)CN2C(=O)CSc3ccc(S(=O)(=O)N(C)C)cc32)c1
46) O=C(NC1CCC(C(=O)O)CC1)OCc1ccccc1 (stereo not drawn)
47) CC1(C)Cc2c(sc3c2c(=N)n(Cc2ccco2)c(=O)n3CC(=O)Nc2cccc(Cl)c2)CO1
48) NC(=O)c1ccccc1NC(=O)CN1c2ccccc2S(=O)(=O)c2ccccc21
screen / no. | 43 | 44 | 45 | 46 | 47 | 48
p53ts 32C tox | 0.2% | 5.7% | -10.3% | 1.8% | 7.7% | 2.7%
IkB signaling | 3.4% | -0.1% | 0.4% | 7.5% | 1.8% | ?
Peg3 imprint | -5.8% | 8.9% | -9.0%[10.9 µM] | -25.0% | -9.2% | -7.0%[10.9 µM]
p53ts 39C tox | -1.9% | -5.8% | -7.3% | 2.8% | 11.8% | -6.5%

49) COc1ccc2nc3sc(C(=O)NCCc4ccc(Cl)cc4)cc3cc2c1
50) O=C(c1ccc(S(=O)(=O)N2CCOCC2)cc1)N(c1ccccc1)C1C=CS(=O)(=O)C1 (stereo not drawn)
51) O=C1CN=C(Nc2ccccc2Cl)N1Cc1ccc2c(c1)OCO2
52) CCc1ccc(CNC(=O)c2c(C)oc3ncnc(N4CCOCC4)c23)cc1
53) Cc1nc(SCCCSc2n[nH]c(C)n2)n[nH]1
54) CC(C)OC(=O)CCCN1C(=O)c2ccc(N)cc2C1=O
screen / no. | 49 | 50 | 51 | 52 | 53 | 54
p53ts 32C tox | -3.9% | 4.9% | 0.5% | -1.4% | 4.2% | -14.2%
IkB signaling | 7.2% | 1.0% | · | ? | 0.0% | -4.3%
Peg3 imprint | 0.8%[10.9 µM] | 5.0% | · | -11.0%[10.9 µM] | 3.7% | -2.3%
p53ts 39C tox | 14.7% | 2.4% | -1.7% | 2.6% | 3.3% | -10.7%

Profiles, quoted from the list. Screens in order: p53ts 32C tox | IkB signaling | Peg3 imprint | p53ts 39C tox
`CC(C)OC(=O)CCCN1C(=O)c2ccc(N)cc2C1=O` across the screens: -14.2% | -4.3% | -2.3% | -10.7%
`O=C(c1ccc(S(=O)(=O)N2CCOCC2)cc1)N(c1ccccc1)C1C=CS(=O)(=O)C1` (stereo not drawn) across the screens: 4.9% | 1.0% | 5.0% | 2.4%
`O=C1CN=C(Nc2ccccc2Cl)N1Cc1ccc2c(c1)OCO2` across the screens: 0.5% | · | · | -1.7%

The results go on.
55) OC(COc1ccccc1)Cn1cc(Br)cn1 (stereo not drawn)
56) CC(=O)N1CCc2cc(S(=O)(=O)NC(CC(C)C)C(=O)Nc3cc(C(=O)O)ccc3C)ccc21 (stereo not drawn)
57) O=C(Nc1ccccc1)N1CC2(CCN(C(=O)c3cccc(F)c3)CC2)C1
58) Cc1nn(-c2ccccc2)c2c1C1(C(=O)N(C)c3ccccc31)N(c1ccccc1)C(=O)N2 (stereo not drawn)
59) Cc1csc(NC(=O)CN(C)S(=O)(=O)c2cccc3cccnc23)n1
60) C[C@]1(c2ccccc2)OC(C(=O)O)=CC1=O
61) Cc1cccc(CSc2ncnc3nc[nH]c23)c1
62) CCN(CC)CCCNC(=O)C1c2ccccc2C(=O)N(C)C1c1ccc(OC)cc1 (stereo not drawn)
screen / no. | 55 | 56 | 57 | 58 | 59 | 60 | 61 | 62
p53ts 32C tox | -2.8% | -7.6% | -1.0% | -0.7% | 0.1% | 2.2% | -2.8% | -6.6%
IkB signaling | -3.0% | 0.9% | 0.7%[11.4 µM] | ? | -0.9% | 0.2% | 9.3% | 0.5%
Peg3 imprint | -1.6% | 28.0% | · | -8.5% | -11.6% | -7.7% | -13.1% | -11.2%
p53ts 39C tox | -2.7% | -4.5% | 2.8% | -5.6% | -4.4% | -13.7% | 15.4% | -6.3%
